# Assay outcomes as filed in PubChem.
# NTMT1 inh – NTMT1 methyltransferase inhibition | Q9BV86 | NTMT1 MTase-Glo SAH luminescence, purified enzyme | Potency, µM (top dose mostly 114 µM), for the others: top-dose activity change, negative = inhibition, most hits filed as inhibitors | hit rate 2.5% among 59,000;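 further: potency means the concentration at half of the fitted maximal effect; plate controls were DMSO vehicle for no effect and no enzyme for full effect; nearly all actives have a fitted effect of over 65% in size; many of its hits are not listed in these tables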
# FH mod – Identification of activators of human fumarate hydratase by quantitative high-throughput screening; FH coupled MDH/diaphorase resazurin fluorescence, 15 min; Potency, µM (series often up to 79.9 µM), for inactives: at the top dose activity change, negative = inhibition, usual class: inhibitors; hit rate 0.22% among 54,000; AID 1347055, 2019; further: potency means the concentration at half of the fitted maximal effect; on the % scale 0 is the no-effect control and ±100 the full control effect; the screen sought activators but most active calls are inhibition curves; nearly all actives have a fitted effect of over 45% in size
# Target sequence (P07954 whole entry, looked up): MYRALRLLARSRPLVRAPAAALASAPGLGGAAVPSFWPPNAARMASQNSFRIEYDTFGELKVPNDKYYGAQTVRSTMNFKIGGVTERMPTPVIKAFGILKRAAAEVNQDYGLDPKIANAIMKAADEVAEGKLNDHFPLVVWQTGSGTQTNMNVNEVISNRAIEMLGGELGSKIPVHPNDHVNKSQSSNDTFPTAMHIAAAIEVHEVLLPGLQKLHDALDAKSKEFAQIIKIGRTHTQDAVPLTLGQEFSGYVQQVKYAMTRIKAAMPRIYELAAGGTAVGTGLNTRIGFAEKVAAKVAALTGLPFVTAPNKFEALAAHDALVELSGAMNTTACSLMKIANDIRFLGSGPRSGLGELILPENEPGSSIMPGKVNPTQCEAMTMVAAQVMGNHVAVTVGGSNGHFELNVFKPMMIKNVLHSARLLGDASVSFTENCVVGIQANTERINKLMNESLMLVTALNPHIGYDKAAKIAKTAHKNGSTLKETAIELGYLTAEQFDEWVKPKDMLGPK
# TSG101-PTAP inh – TSG101-PTAP interaction inhibition, HIV-1 budding; Q99816; Fluorescence polarization, FITC-PTAP peptide/Tsg101, 20 min; Potency, µM (top dose mostly 115 µM), without a hit: top-dose activity change, negative = inhibition, most hits filed as inhibitors; 44,000 tested, under 10 active; further: potency means the concentration at half of the fitted maximal effect; 0% is about no effect
# Target sequence (Q99816 whole entry, looked up): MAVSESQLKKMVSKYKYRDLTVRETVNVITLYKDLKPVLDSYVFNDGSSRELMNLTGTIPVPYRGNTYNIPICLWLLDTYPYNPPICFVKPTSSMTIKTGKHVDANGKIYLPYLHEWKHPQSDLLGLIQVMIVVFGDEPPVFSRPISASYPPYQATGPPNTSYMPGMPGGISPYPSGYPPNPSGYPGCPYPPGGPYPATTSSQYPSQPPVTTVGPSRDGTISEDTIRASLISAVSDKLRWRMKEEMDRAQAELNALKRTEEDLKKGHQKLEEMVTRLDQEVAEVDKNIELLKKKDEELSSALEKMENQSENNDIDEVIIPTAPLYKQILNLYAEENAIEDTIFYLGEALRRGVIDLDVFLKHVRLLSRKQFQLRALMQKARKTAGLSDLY
#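 FITC-labeled PTAP peptide (50 nM final) binding to Tsg101 binding domain (10 uM final) read by fluorescence polarization after 20 min at r.t. in HEPES pH 7.5 buffer. Actives by CRC class, <25 µM.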
# p53null 32C kill – selectivity test: cytotoxicity in p53 null cells, permissive temperature; H1299-neo p53 null cells, ATP luminescence, 24 h, 32C; Potency, µM (series often up to 46.1 µM), inactives show at the top dose activity change, negative = cytotoxicity, hits mostly cytotoxic; hit rate 0.62% among 55,000;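 further: potency means the concentration at half of the fitted maximal effect; 0% = DMSO only and -100% = full killing by 100 µM tamoxifen; nearly all actives have a fitted effect of over 55% in size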
#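 AC50 values derive from Hill modelling of qHTS concentration-response data (up to 46 uM) in H1299-neo cells. Cells were treated 24 h at 32C following overnight attachment at 37C; viability was read as cellular ATP.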
# p53null 39C kill – kills p53 null cells at the nonpermissive temperature; H1299 p53-null (neo) cells, 39C, ATPlite viability, 24 h; Potency, µM (highest dose often 46.1 µM), for the others: at the top dose activity, negative = cell killing, usual class: cytotoxic; hit rate 0.97% among 55,000; AID 904;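 further: potency means the concentration at half of the fitted maximal effect; 0% = DMSO only and -100% = full killing by 100 µM tamoxifen; nearly all actives have a fitted effect of over 50% in size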
#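 Concentration-response (up to 46 uM) was run for 24 h at the nonpermissive 39C on H1299-p53A138V or H1299-neo cells. ATP content was measured with ATPlite luminescence. AC50 values were Hill-modeled after normalizing between DMSO and 100 uM tamoxifen killing.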
# GALK inh – inhibits human galactokinase; 44,000 tested, under 10 active; recombinant GALK, Kinase-Glo ATP luminescence, 1 h; P51570; Potency, µM (highest dose often 57.5 µM), without a hit: at the highest dose activity, negative = inhibition, most hits filed as inhibitors;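 further: plate controls were full GALK reaction for no effect and reaction lacking GALK for full effect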
#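 Luminescent ATP-depletion readout (Kinase-Glo Plus) after 1 h room-temperature incubation of human GALK (5 nM) with galactose 100 µM and ATP 35 µM, pH 8.0 HEPES/Mg2+ buffer; compounds tested in qHTS format.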
# B2AR arrestin ag – ADRB2 beta-arrestin recruitment | HTLA Tango cells, beta-arrestin recruitment, luciferase luminescence, 18 h | Potency, µM (series often up to 46.1 µM), inactives show at the highest dose activation, usual class: activators | 44,000 tested, under 10 active | AID 1347077;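 further: potency means the concentration at half of the fitted maximal effect; 0% = DMSO and full agonism = EC100 isoproterenol or metaproterenol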
#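 Ligand-induced beta-arrestin recruitment to recombinant beta2-AR is measured via a tTA-driven luciferase reporter in Tango cells after 18 hr compound exposure at 37 degrees C. Concentrations span up to 46 microM.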
# * = called active by the depositor; ? = inconclusive; · = no result given; [ ] = remark or other dose. The call rests on the fitted dose curve; in most records, active means well fitted curve in the direction sought with a large enough effect; inconclusive means small, poorly fitted or top-dose-only effect, or another doubt; inactive means no such curve, though single readings can be large; an effect the other way counts as inactive or inconclusive.
SMILES,NTMT1 inh,FH mod,TSG101-PTAP inh,p53null 32C kill,p53null 39C kill,GALK inh,B2AR arrestin ag
Cc1ccc(-c2cc3ncc4c(n3n2)-c2cc(C)ccc2OC4)cc1,6.8%,3.5%,-0.3%,·,·,8.4%,0.5%
O=C(C1CC1)N1CCc2cc(Br)cc(S(=O)(=O)N3CCN(c4ccccc4F)CC3)c21,-1.5%,-15.3%,1.8%,-0.9%,15.6%,-1.6%,0.1%
O=C(CN1C(=O)C2(SCC(=O)N2c2ccccc2)c2ccccc21)Nc1ccccc1C(F)(F)F (stereo unspecified),-16.2%,-5.1%,-4.6%,7.6%,-5.5%,-0.1%,0.9%
Cc1ccc(NC(=O)Cn2nnc(C(=O)NCc3ccc4c(c3)OCO4)c2N)cc1Cl,-2.0%,5.9%,-3.6%,-2.4%,14.0%,2.1%,-0.8%
O=C(CCS(=O)(=O)c1ccccc1)N(Cc1cccnc1)c1nc2ccc(F)cc2s1,-8.6%,-1.3%,-0.4%,?,32.3%[activator],1.3%,-4.6%
CSc1ncc(Cl)c(C(=O)Nc2c(C(=O)c3ccc(Cl)cc3)oc3ccccc23)n1,16.0%,13.6%,0.5%,1.6%,2.9%,-0.7%,0.2%
O=C(Nc1ccc(C(F)(F)F)cc1)N1CCC(N2CCCCC2)CC1,-2.4%,0.0%,-3.8%,-2.4%,-27.0%,-3.6%,-0.6%
Cc1cc(C)n2nc(CNC(=O)c3cccc(Cl)c3)nc2n1,15.2%,4.1%,-0.3%,1.7%,-0.5%,-10.8%,-3.4%
Cc1ccc2c(c1)c(=O)c1ccccc1n2CCCC(=O)Nc1cc(Cl)ccc1C,?,-17.1%,2.3%,-6.9%,-20.1%,1.7%,-1.9%
O=C(Cn1c(SCCOc2ccccc2Cl)nc2ccccc21)N1CCOCC1,2.0%,-33.7%,-6.8%,5.3%,22.1%,1.8%,-2.9%
CCc1ccc(-c2nn(CC(=O)NC3CCCCC3)c3c2cnc2ccc(OC)cc23)cc1,-7.4%,-26.6%,-1.9%,5.4%,-2.1%,0.2%,0.2%
CCc1ccc(NC(=O)Cn2c(=O)n(CCCCC(=O)NCCc3ccccc3)c(=O)c3ccccc32)cc1,?,4.2%,-5.3%,3.1%,-14.2%,0.0%,0.6%
CCc1nc2ccc(C(=O)N3CCN(c4cccc(Cl)c4)CC3)cc2nc1CC,-5.4%,?,-3.2%,3.9%,19.0%,0.2%,-3.4%
CCOc1ccc(CCNC(=O)c2nn(-c3ccc(OC)cc3)c(=O)c3c2c2ccccc2n3C)cc1OCC,-4.1%,7.8%,-1.2%,4.4%,-10.0%,1.2%,0.1%
Cc1ccccc1CN1C(=O)c2ccccc2Sc2ccc(C(=O)NCCCN3CCOCC3)cc21,?,-11.9%,-0.7%,-20.2%,3.0%,1.6%,1.0%
Cc1ccc(NC(=O)c2cc(S(=O)(=O)NC3CCCCCC3)ccc2F)cc1F,-0.9%,?,-12.8%,25.7%,4.2%,-2.5%,-0.2%
CCOCCCNC(=O)c1cn(CC)c2ccc(S(=O)(=O)N3CCOCC3)cc2c1=O,-4.7%,-5.4%,-1.7%,-1.2%,0.4%,-1.0%,0.9%
C#CCn1c(=O)n(-c2cccc(Cl)c2C)c(=O)c2c3c(sc21)CN(C(C)=O)CC3,8.2%,10.1%,-0.9%,-6.1%,-6.8%,-0.1%,-0.3%
Cc1ccc(NC(=O)c2ccc(CN3CC(=O)N4CCCCC4C3=O)cc2)c(Cl)c1 (stereo unspecified),5.4%,-3.2%,-4.0%,-2.6%,3.8%,-0.8%,0.7%
O=C(Nc1ccccc1C(F)(F)F)C1CCN(c2nnc(-n3cccc3)s2)CC1,-9.2%,-18.0%,-0.7%,-4.7%,-13.3%,1.4%,-1.2%
CC(C)c1cnc2c(c1SCC(=O)NCc1ccccc1)c(=O)n(C)c(=O)n2C,-25.9%,0.7%,-3.0%,-0.5%,3.6%,-8.3%,-0.5%
CCCSc1ncc(Cl)c(C(=O)Nc2ccc(S(=O)(=O)N3CCCCC3C)cc2)n1 (stereo unspecified),-2.0%,-14.2%,-3.1%,17.2%,1.7%,2.6%,-1.0%
COc1cc(OC)c(NC(=O)C2CCN(S(=O)(=O)c3ccc4c(c3)oc(=O)n4C)CC2)cc1Cl,-18.7%,-2.1%,-5.9%,-0.6%,1.5%,-0.1%,0.8%
Cc1ccc(Nc2nc3ccccc3c3nncn23)cc1C,·,·,0.6%,-14.8%,?,?,-2.2%
CSc1ccc(CCNC(=O)c2c(C)oc3ncn(C)c(=O)c23)cc1,0.5%,-7.8%,-5.5%,-16.1%,-11.1%,-1.2%,-0.6%
Cc1c(C(=O)N(C)C)sc2c1c(=O)n(-c1ccc(F)cc1)c(=O)n2CC(=O)N(C)c1ccccc1,1.6%,1.4%,-9.2%,6.1%,-0.3%,-2.2%,-0.9%
CCOC(=O)c1c(-c2ccccc2)csc1NC(=O)c1nc(SCC)ncc1Cl,1.4%,-15.1%,-4.2%,0.4%,-5.3%,-1.2%,-0.5%
Cc1cccc(NC(=O)Cn2nc(C)c3nn(-c4ccc(Cl)cc4)c(C)c3c2=O)c1C,0.1%,-5.5%,1.8%,-3.6%,8.0%,1.0%,2.0%
Cc1ccc2nc(-c3ccc(Cl)c(NC(=O)c4cccnc4)c3)oc2c1,16.0%,-2.0%,-0.7%,-10.9%[9.22 µM],-19.5%,8.4%,-0.9%
CCOc1ccccc1NC(=O)c1ccc(C(=O)Nc2ccccc2OCC)cc1,·,·,-0.5%,-5.9%,-20.3%,0.0%,-1.3%

# Two compounds picked at random from the list so far:
SMILES,NTMT1 inh,FH mod,TSG101-PTAP inh,p53null 32C kill,p53null 39C kill,GALK inh,B2AR arrestin ag
COc1cc(OC)c(NC(=O)C2CCN(S(=O)(=O)c3ccc4c(c3)oc(=O)n4C)CC2)cc1Cl,-18.7%,-2.1%,-5.9%,-0.6%,1.5%,-0.1%,0.8%
Cc1c(C(=O)N(C)C)sc2c1c(=O)n(-c1ccc(F)cc1)c(=O)n2CC(=O)N(C)c1ccccc1,1.6%,1.4%,-9.2%,6.1%,-0.3%,-2.2%,-0.9%

# Continued:
SMILES,NTMT1 inh,FH mod,TSG101-PTAP inh,p53null 32C kill,p53null 39C kill,GALK inh,B2AR arrestin ag
Cc1ccc(-n2nc3ccc(NC(=O)COc4ccccc4)cc3n2)cc1Cl,-0.3%,7.4%,-1.3%,4.2%,-22.5%,0.3%,-0.1%
COc1cc(OC)c(OC)cc1CN1CCc2nc(N3CCN(c4ccccc4F)CC3)ncc2C1,8.4%,-11.7%,-4.1%,1.2%,3.2%,-1.1%,-0.6%
COc1ccccc1CNC(=O)CCC(=O)N1Cc2ccccc2Oc2ncccc21,8.5%,-2.1%,-2.9%,16.1%,29.7%,0.3%,-1.5%
CCc1nn(CC(=O)N2CCN(c3cccc(C(F)(F)F)c3)CC2)c(=O)c2cc3occc3n12,10.4%,2.2%,-3.0%,0.8%,-12.8%,1.6%,-3.1%
CNC(=O)CCCN1C(=O)CCn2nc(-c3cn(C)c4ccccc34)cc21,7.4%,-23.9%,1.3%,-7.6%,-23.9%,3.3%,-0.4%
Cc1ccc(C(c2ccccc2)c2c(C)[nH]c3ccccc23)s1 (stereo unspecified),-2.4%,?,-1.6%,-3.5%,232.4%[activator],4.5%,0.1%
Cc1cccc(CN2C(=O)N(c3ccc(C(C)C)cc3)S(=O)(=O)c3ccccc32)c1,3.4%,-15.5%,3.7%,2.8%,11.6%,-4.4%,-3.4%
CC1=C(c2ccc(F)cc2)S(=O)(=O)NC1=NCc1ccccc1Cl,-15.6%,3.9%,-2.8%,-2.1%,4.6%,-3.1%,1.3%
O=C(Nc1ccc(Cl)c(C(F)(F)F)c1)C(Cc1ccccc1)NS(=O)(=O)c1cccc2nsnc12 (stereo unspecified),4.6%,-2.5%,-3.5%,6.6%,-5.1%,7.8%,0.6%
COc1ccc(NC(=O)C(Cc2ccccc2)n2cccc2)cc1OC (stereo unspecified),16.9%,-5.8%,-7.0%,-1.2%,-17.0%,-7.3%,-0.4%

# One compound at a time (already shown). Order of screens: NTMT1 inh | FH mod | TSG101-PTAP inh | p53null 32C kill | p53null 39C kill | GALK inh | B2AR arrestin ag
# Results for Cc1cccc(CN2C(=O)N(c3ccc(C(C)C)cc3)S(=O)(=O)c3ccccc32)c1 → 3.4% | -15.5% | 3.7% | 2.8% | 11.6% | -4.4% | -3.4%
# Results for CNC(=O)CCCN1C(=O)CCn2nc(-c3cn(C)c4ccccc34)cc21 → 7.4% | -23.9% | 1.3% | -7.6% | -23.9% | 3.3% | -0.4%
# Results for COc1cc(OC)c(OC)cc1CN1CCc2nc(N3CCN(c4ccccc4F)CC3)ncc2C1 → 8.4% | -11.7% | -4.1% | 1.2% | 3.2% | -1.1% | -0.6%

# Further structures follow.
SMILES,NTMT1 inh,FH mod,TSG101-PTAP inh,p53null 32C kill,p53null 39C kill,GALK inh,B2AR arrestin ag
CCc1nn(CC(=O)NCCc2ccc(SC)cc2)c(=O)c2cc3sccc3n12,14.7%,-1.7%,-0.2%,-2.6%,-16.9%,-11.0%,1.0%
CCCCN(CC)CCNc1ncnc2onc(-c3ccc(Cl)cc3)c12,-2.8%,1.3%,-1.5%,1.8%,-11.0%,0.2%,0.9%
O=C(OCC1CCCO1)c1ccc2c(c1)N(Cc1ccccc1F)C(=O)c1ccccc1S2(=O)=O (stereo unspecified),16.3%,-10.7%,-2.5%,3.6%,-13.4%,-0.2%,-0.3%
Cc1c(C)n(C)c2ccc(C(=O)NCCc3ccc(Cl)cc3)cc12,1.1%,?,0.5%,16.4%,14.7%,-0.8%,2.5%
COc1ccc(OC)c(Nc2ncc3c(n2)CCN(Cc2cc(OC)c(OC)c(OC)c2)C3)c1,1.1%,-14.8%,-5.9%,1.8%,1.8%,-0.1%,1.3%
CCc1ccc(C2=C(C)C(N3CCC(C(=O)Nc4ccc(F)cc4)CC3)=NS2(=O)=O)cc1,-1.0%,3.8%,2.6%,?,-11.5%,2.3%,0.8%
Cc1ccccc1-c1nnc(SCC(=O)N2CCCc3ccccc32)o1,3.6%,-16.1%,1.7%,-11.9%,?,-6.4%,0.1%
CCN(C(=O)Cn1c(=O)n(CC2CCC(C(=O)NC)CC2)c(=O)c2sccc21)c1ccccc1 (stereo unspecified),-7.9%,8.1%,-8.7%,0.8%,8.9%,-3.2%,-1.5%
Cc1nn(-c2ccccc2)c2sc(C(=O)Nc3cccc(O)c3)cc12,-13.0%,?,-0.2%,9.7%,25.1µM*,-25.1%,0.9%
Cc1ccc(CNc2nc3c(S(=O)(=O)c4ccc(C)c(C)c4)nnn3c3ccc(Cl)cc23)cc1,4.1%,-5.7%,-1.7%,-5.2%,-3.1%,5.4%,-1.5%
CCC(=O)Nc1nnc(S(=O)(=O)N(C)Cc2ccc(Cl)cc2)s1,15.8%,0.8%,-3.5%,-3.3%,2.7%,3.2%,-0.9%
Cc1ccc(NC(=O)CSc2ncc(S(=O)(=O)c3ccc(C(C)C)cc3)c(=O)[nH]2)cc1C,-26.8%,?,-0.2%,6.0%,5.1%,?,-0.2%

# These rows are one share of the data (hit frequency here may not be typical).
